Screening results as filed in PubChem.
15-hLO-2 inh = blocks human 15-lipoxygenase 2 activity; 0.56% of 110,000 active; Potency, µM (top dose mostly 57.1 µM), for the others: at the highest dose activity change, negative = inhibition, actives largely listed as inhibitors; O15296; AID 881; purified 15hLO-2, xylenol orange hydroperoxide absorbance; also: potency is read from the fitted curve at half-maximal effect; nearly all actives have a fitted effect of over 60% in size; many of its hits are not listed in these tables
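Purified human 15hLO-2 (50 nM) preincubated 15 min with compound, then 45 uM arachidonic acid for 90 min at RT in 25 mM Hepes pH 7.5, 0.01% Triton X-100. Hydroperoxide detected by Fe-xylenol orange; 573/405 nm absorbance ratio.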
PNC inhibitor = perinucleolar compartment assembly inhibition; PC3M PTB-GFP, PNC prevalence imaging, 16 h; hits give low values; activity change (PNC), negative = inhibition, % at 10 µM; 3.1% of 140,000 active; AID 2417;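 active = readout at or below -70, meaning at least 70% loss of cells showing the perinucleolar compartment, a nuclear body marking cancer cells; inconclusive = readout between -30 and a set limit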;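 also: plate controls were DMSO wells for no effect and camptothecin positive control wells for full effect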
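PC3M cells stably expressing PTB-GFP, 750–1000 cells/well, treated 16 h at 37 °C with compound (23 nl of library stock), in duplicate. After paraformaldehyde fixation and Hoechst stain, imaged at 20x; PNC prevalence scored by image analysis.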
ALOX12 inhib = 12-hLO (ALOX12) enzyme inhibition. Potency, µM (highest dose often 57.1 µM), without a hit: at the top dose activity change, negative = inhibition, hits mostly inhibitors. 0.12% of 150,000 active. purified 12-hLO, xylenol orange hydroperoxide absorbance. P18054; also: potency is read from the fitted curve at half-maximal effect; nearly all actives have a fitted effect of over 55% in size; many of its hits are not listed in these tables
Target sequence (P18054 whole entry, looked up): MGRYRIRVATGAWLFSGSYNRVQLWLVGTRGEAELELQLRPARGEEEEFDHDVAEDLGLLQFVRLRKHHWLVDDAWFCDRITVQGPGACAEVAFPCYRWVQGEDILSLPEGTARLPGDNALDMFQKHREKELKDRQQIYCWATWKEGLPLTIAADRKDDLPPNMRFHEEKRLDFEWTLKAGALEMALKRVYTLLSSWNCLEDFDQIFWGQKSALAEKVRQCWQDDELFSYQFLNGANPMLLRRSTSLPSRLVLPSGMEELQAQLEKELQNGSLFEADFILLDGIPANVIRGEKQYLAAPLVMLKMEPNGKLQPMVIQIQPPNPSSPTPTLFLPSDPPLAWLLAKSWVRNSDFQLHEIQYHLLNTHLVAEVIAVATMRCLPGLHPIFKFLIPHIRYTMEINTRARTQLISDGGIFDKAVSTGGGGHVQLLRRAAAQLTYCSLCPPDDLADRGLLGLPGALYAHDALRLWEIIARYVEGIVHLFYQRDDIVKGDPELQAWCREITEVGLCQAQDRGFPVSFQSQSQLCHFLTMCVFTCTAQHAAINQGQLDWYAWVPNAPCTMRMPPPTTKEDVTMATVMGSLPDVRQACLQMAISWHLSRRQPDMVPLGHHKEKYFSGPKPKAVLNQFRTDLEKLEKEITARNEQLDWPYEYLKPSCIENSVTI
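Lipoxygenase turnover measured by absorbance at 573 and 405 nm after Fe-XO development. Human 12hLO 150 nM, arachidonate 40 uM, pH 7.0 Hepes buffer with detergent; 15 min compound preincubation, 30 min reaction.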
IMPase inh = cell-permeable inhibitors of inositol monophosphatase (IMPase). inhibition (IP1 accumulation), % at 46.1 µM. 120,000 tested, under 10 active. CHO-M1 cells, IP1 accumulation, HTRF TR-FRET ratio; active = well fitted curve in the direction sought with a large enough effect in the signal ratio, not every such curve was filed as active; inconclusive = small, poorly fitted or top-dose-only effect, or a change in a side signal; inactive = no such curve, though single readings can be large or run the other way; the % refers to the signal ratio;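 also: cells stimulated with carbachol in lithium chloride buffer; plate controls were DMSO basal wells for no effect and reference inhibitor wells for full effect; higher means more IMPase inhibition seen as more IP1 and lower FRET ratio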
Target sequence (P97697 whole entry, looked up): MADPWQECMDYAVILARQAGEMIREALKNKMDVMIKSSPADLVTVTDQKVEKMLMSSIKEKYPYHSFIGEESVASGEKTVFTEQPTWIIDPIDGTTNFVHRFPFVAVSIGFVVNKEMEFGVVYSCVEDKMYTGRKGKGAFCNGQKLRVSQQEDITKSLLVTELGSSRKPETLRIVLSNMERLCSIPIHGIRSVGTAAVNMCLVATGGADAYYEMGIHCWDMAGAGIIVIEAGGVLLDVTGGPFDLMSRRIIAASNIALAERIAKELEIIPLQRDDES
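Measured: the HTRF emission ratio (665/620 nm) plus the 620 nm donor channel, each fitted to the Hill equation to give AC50. Cells were CHO-M1 given compounds up to 46 uM and a 30 min carbachol stimulation at 37C.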
The depositor's hits bear a star; ? = inconclusive; . = not tested or not shown; & = joins results of further samples; [ ] = dose if it differs, or a comment. Unless noted, calls follow the shape of the dose curve; as a rule, active = well fitted curve in the direction sought with a large enough effect; inconclusive = small, poorly fitted or top-dose-only effect, or another doubt; inactive = no such curve, though single readings can be large; an effect the other way counts as inactive or inconclusive. Unless noted, % is scaled to controls: 0 for no effect and ±100 for the full control effect.

mol	ALOX12 inhib	15-hLO-2 inh	IMPase inh	PNC inhibitor
Cc1ccc(N2CCN(/N=C/c3c(C)nn(-c4ccccc4)c3Cl)CC2)cc1	1%	.	.	-3
Cc1ccc(-c2nc(=S)c3c(n2CCN2CCOCC2)CC(C)(C)OC3)cc1	2%	-11%	-1	20
NNC(=O)CNc1cccc(Br)c1	1%[11.4 µM]	-3%[11.4 µM]	.	.
Cc1ccccc1NC(=O)Cn1c(=O)n(C)c2ccccc21	-1%	12%	-3	29
COc1ccc(C2=NN(CCC(=O)NCc3ccc4c(c3)OCO4)C(=O)CC2)cc1	-4%	.	.	?
CC(C)CCNC(=O)CN(Cc1ccc2c(c1)OCO2)C(=O)CCC(=O)Nc1ccccn1	-4%	-6%	2	22
Cc1cc(OCCN2CCCC2)ccc1C(C)C	6%	.	10	-100*
Nc1nonc1C(=O)NCCNS(=O)(=O)c1ccc(Br)cc1	1%	0%	3	-90*
CCOC(=O)C1CCN(C(=O)CSCCSCC(=O)N2CCC(C(=O)OCC)CC2)CC1	6%	-3%	8	-9
CCc1ccc(N2CC(C(=O)Nc3ccc(C)c(S(=O)(=O)N4CCOCC4)c3)CC2=O)cc1 (centres undefined)	7%	1%	-4	?
Cc1ccc(S(=O)(=O)Nc2cccc(-c3cn4ccsc4n3)c2)cc1	-19%	2%	18	42
Cc1c2c(nc3c(C(=O)NC4CC4)cnn13)CCCC2	-5%	5%	1	14
CC(C)CCOCC(O)CCC(=O)NNC(=S)Nc1ccccc1 (centres undefined)	-1%	.	2	10
O=C(NC1CCCC1)C1c2ccccc2C(=O)N1CCCN1CCOCC1 (centres undefined)	-2%	.	.	46
Cc1cc(=O)n2nc(-c3ccccc3)sc2n1	9%	2%	-5	6
COc1ccc(/C=C/c2nc(-c3ccccc3O)n(-c3ccccc3)n2)cc1	-1%	.	5	-7
CCc1ccc(-c2csc(-c3c[nH]c4ccccc34)n2)cc1	-30%	.	-1	11
COC(=O)[C@@]1(Cc2ccc(F)cc2)[C@H]2c3cc(C(=O)N(C)C)n(Cc4c(CO)[nH]cc(C)c4=O)c3C[C@H]2CN1C(=O)c1ccccc1	-5%&1%	10%	.	14
O=C(NCCO)c1ccc2[nH]c3ccccc3c2c1	-5%	3%	-3	?
CCCCCCCOC(=O)c1ccc(OC(=O)c2cccnc2)cc1	-1%	17%	-8	25
CC(=O)N1CCC2(CCN(Cc3ccc(C#N)cc3)CC2)CC1	1%	3%	.	.
Cc1ccc(C(C)C)cc1OCCOCCN1CCCC1	8%	15%	4	-9
Cc1ccc(C(=O)n2c3ccccc3c3ccccc32)cc1	-6%	-4%	6	?
CCc1cc(=O)oc2cc(OCC(=O)N3CCc4ccccc43)ccc12	-1%	-8%	10	?
CCOc1ccc(OCC)c(NC(=O)CNS(=O)(=O)c2cccs2)c1	-6%	-5%	?	-14
CCCCc1cc(=O)oc2cc(OCC(=O)N(CC)CC)c(Cl)cc12	1%	-3%	14	29
CC1(C)CC(C)(c2ccc(O)cc2O)N(c2ccc3ccccc3c2)C(=S)N1 (centres undefined)	?	.	11	-15
CC1CCN(S(=O)(=O)c2ccc(S(=O)(=O)NCc3ccccc3)cc2)CC1	1%	-11%	?	?
CCOc1ccc(C(=O)NC(=S)Nc2cccc(NC(=O)c3ccco3)c2)cc1[N+](=O)[O-]	?	.	-4	9
O=C(CCc1ccccc1)c1ccc2c(c1)OCCCO2	-11%	-10%	-4	-27
O=C1C2C3C=CC(C3)C2C(=O)N1c1cccnc1 (centres undefined)	-6%	-1%	24	-28
O=C(Cc1ccccc1)NC(=S)Nc1cccc(C(F)(F)F)c1	?	?	-11	?
COc1cnc(SCC(=O)O)[nH]c1=O	11%	.	5	-10
CCn1c(SCC(=O)c2ccccc2)nnc1-c1cnccn1	-4%	-1%	-2	36
Cc1ccc2nc(NCC(=O)O)nc(-c3ccccc3)c2c1	3%	.	9	4
Cc1c(CCOC(=O)C23CC4CC(CC(C4)C2)C3)sc[n+]1Cc1ccccc1	3%	.	.	82
Cc1nnc(NC(=O)CN2C(=O)c3ccccc3S2(=O)=O)s1	1%	3%	-5	2
COc1cc(Cl)c(C)cc1NC(=O)CSc1ccc(NC(C)=O)cc1	-2%	.	7	36
COCCCNC(=O)CN(c1cccc(Cl)c1C)S(C)(=O)=O	2%	.	-4	10
Cc1ccc(SCC(=O)NC(=O)Nc2ccc3c(c2)OCCO3)cc1C	-1%	.	.	47
Cc1ccc(NC(=O)NC(=S)NC(=O)c2ccccc2)cc1	-1%	.	.	27
CC[C@H](CN(C)C)C(=O)c1ccco1	1%[11.4 µM]	1%[11.4 µM]	.	.
CCOC(=O)Cn1c(=NC(=O)c2ccc([N+](=O)[O-])s2)sc2ccccc21	1%	.	.	-18
O=C1CC(C(=O)N(CC2CCCO2)C(C(=O)NC2CCCCC2)c2ccncc2)CS1 (centres undefined)	-1%	.	0	-25
O=C(NC1CCCCC1)C(c1ccncc1)N(CC1CCCO1)C(=O)C(F)(F)F (centres undefined)	-9%	-12%	0	23

One compound at a time, from the list above. Screens in order: ALOX12 inhib	15-hLO-2 inh	IMPase inh	PNC inhibitor
`CCOC(=O)Cn1c(=NC(=O)c2ccc([N+](=O)[O-])s2)sc2ccccc21` across the screens: 1%	.	.	-18
`Cc1ccc(NC(=O)NC(=S)NC(=O)c2ccccc2)cc1` across the screens: -1%	.	.	27

(next part)
mol	ALOX12 inhib	15-hLO-2 inh	IMPase inh	PNC inhibitor
CCCCc1ccc(N=N/C(C(=O)Nc2cc(OC)c(NC(C)=O)cc2OC)=C(/C)O)cc1	-2%	.	.	-14
O=S(=O)(NCc1ccncc1)c1ccc(S(=O)(=O)NCC2CCCO2)cc1 (centres undefined)	-6%	-7%	3	-1
Cc1ccc(NC(=S)c2ccc(N(C)C)cc2)cc1	1%	.	.	40
CCOC(=O)c1c(C)c(C(=O)Nc2ccccc2)c(C)n1CC	0%	-1%	5	?
CN(C)S(=O)(=O)c1cccc(NC(=O)c2cncc(Br)c2)c1	-4%	.	.	-22
COc1ccc(CN=Cc2c(C(F)(F)F)[nH][nH]c2=O)cc1	-4%	-3%	-7	?
Cc1ccc(Nc2nc(N)nc(CN3CCN(c4ccccc4)CC3)n2)cc1Cl	-13%	3%	14	6
CC(NC(=O)Cn1cnc([N+](=O)[O-])n1)c1ccccc1 (centres undefined)	2%	-8%	-5	22
CCCCNc1oc(-c2ccc(OC)cc2)nc1S(=O)(=O)c1ccccc1	-10%	-18%	4	-8
CC(=O)c1ccccc1OCC(O)CN1CCN(C(c2ccccc2)c2ccccc2)CC1 (centres undefined)	-6%	55%[activator]	13	-2
Cn1cccc1C(=O)N1CCC2(CCCN(C(=O)Nc3cccc(C#N)c3)C2)CC1	0%	-4%	.	.
COC(=O)C1=C(C)NC(C)=C(C(=O)OC)C1c1ccc2ccccc2n1	-5%	-3%	3	19
CCCCN(CC)Cc1ccc(CNC(=O)Nc2ccc(OCC)cc2)o1	9%	11%	6	-16
O=C(NCc1ccccn1)c1cc(-c2ccccc2Cl)on1	0%	6%	-15	4
CCC(C)(C)n1nnnc1C(c1cc2cc3c(cc2[nH]c1=O)OCO3)N1CCN(C)CC1 (centres undefined)	0%	6%	0	?
O=c1ncccn1[C@@H]1O[C@H](CO)C(O)[C@@H]1O (some centres undefined)	4%[0.00818 µM]	-2%[0.0915 µM]	.	.
CCCCNC(=O)Cc1c(OC)ccc2cc(Br)ccc12	6%	.	.	-9
COc1cccc(-c2nnc(-c3ccc(C(F)(F)F)cc3)o2)c1OC	2%	.	19	-16
O=S(=O)(c1ccc2nc(COc3ccccc3)[nH]c2c1)N1CCOCC1	0%	-1%	-8	-22
Cc1ccccc1CN1CCN(CC(=O)NCc2ccc3c(c2)OCO3)C1=O	-15%	3%	4	-4
CCc1nnc(NC(=O)CSc2nc3ccccc3o2)s1	-2%	3%	7	70
O=C(NCc1ccco1)C12CC3CC(C1)CC(C(=O)NCc1ccco1)(C3)C2	4%	4%	3	-26
O=C(CCC1CC(=O)Nc2ccccc21)NCc1ccc(F)cc1 (centres undefined)	1%	-6%	?	?
CCOC(=O)CNC(=O)CN1CCCN(S(=O)(=O)c2ccc(Br)s2)CC1	-1%	-8%	1	10
CC(C)C1NC(=S)N(Cc2ccccc2)C1=O (centres undefined)	2%	9%	-20	59
COc1cccc(-c2cc(C(=O)Nc3c(C)nn(Cc4ccccc4)c3C)no2)c1	-1%	4%[2.29 µM]	-1	?
C[C@@H]1O[C@@H](O)[C@@H](O)[C@H](O)[C@H]1O	-2%[11.4 µM]	-2%[11.4 µM]	.	.
O=C(Nc1nnc(SCc2ccc(F)cc2)s1)C1Cc2ccccc2CN1C(=O)c1ccco1 (centres undefined)	-6%	?	4	?
O=C(CN(C(=O)c1ccccc1Cl)C1CCCCC1)Nc1ccc(Cl)c([N+](=O)[O-])c1	-2%	-22%	1	55
CCN(CC)S(=O)(=O)c1ccc2oc(C(=O)N3CCc4ccccc4C3)c(C)c2c1	0%	.	.	?
CCCCCn1c(SCCOCC)nc2c1c(=O)[nH]c(=O)n2C	1%	-2%	5	31
COc1cc(C)c(Br)cc1S(=O)(=O)NCc1ccccc1	4%	8%	3	29
COC(=O)[C@@H]1C[C@H]1[C@@H](NS(=O)(=O)c1ccccc1)c1ccccc1	1%&1%	-2%	.	52
c1cncc(C2Nc3ccccc3-c3nc4ccccc4n32)c1 (centres undefined)	3%	8%	-7	42
CCn1c(=O)c(=O)[nH]c2cc(C(=O)Nc3ccc(S(=O)(=O)N4CCCC4)cc3)ccc21	-9%	-3%	-7	-5
CCOC(=O)c1cc(-c2ccc(C)cc2)n(CC(=O)NCc2ccco2)c1C	-3%	-17%	-13	6
O=c1nc(N2CCOCC2)ccn1Cc1ccc(Br)cc1	-3%	0%	16	3
COc1cc(/C=N/NC(=O)C(C)Nc2n[nH]c(=O)[nH]c2=O)cc(OC)c1O (centres undefined)	5%	.	7	?
COc1ccc(N2CCN(C(=O)Cn3c(=O)[nH]c4ccsc4c3=O)CC2)cc1	0%	3%	2	9
COc1ccc(NC(=O)C2CCCN(S(=O)(=O)c3cccc4nonc34)C2)cc1 (centres undefined)	4%	-19%	4	-1
C[C@@]12CC[C@@H]3[C@H](CCC4=CC(=O)CC[C@]43C)[C@@H]1CC[C@@H]2C(=O)COS(=O)(=O)c1ccc(Br)cc1	-10%[11.4 µM]	-2%[11.4 µM]	.	.
COC(=O)c1ccc(COC(=O)CCc2nc(-c3ccccc3)c(-c3ccccc3)o2)cc1	4%	9%	9	28
CCOC(=O)COn1c(=O)c(C)[n+]([O-])c2ccccc21	-2%	-8%	13	13
CN(C)c1ccc(-c2n(C)c3ccccc3[n+]2C)cc1	-1%	-3%	5	8
COc1ccccc1NC(=S)N(Cc1ccco1)Cc1cc2cc(C)c(C)cc2[nH]c1=O	1%	.	.	?
c1ccc(-c2nccc(-c3ccc(-n4cnc5ccccc54)cc3)n2)nc1	5%	45%[activator]	7	21
Cc1cccc2sc(NC(=O)CN(C)S(=O)(=O)c3cccs3)nc12	-12%	9%	1	-17
Cc1ccc(CNC(=O)Cc2ccc(-n3c(=O)[nH]c4ccsc4c3=O)cc2)cc1	-1%	.	-5	?

Not all compounds are listed (hit frequency here may not be typical).
